From PubChem BioAssay
Tau fluor counter: counter-screen for tau fibril formation inhibitors; tau K18 P301L Alexa594 fluorescence, heparin fibrillization; Potency, µM (highest dose often 57.7 µM), for inactives: at the highest dose activity change, negative = decrease; 280,000 tested, 0.93% active; AID 1463; note: % is set by controls: 0 for no effect and ±100 for the full control effect; nearly all actives have a fitted effect of over 55% in size
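Human tau K18 P301L (15 uM unlabeled, 0.24 uM Alexa 594-labeled) in 100 mM sodium acetate pH 7 with 20 uM heparin, 6 hr at 37 C. ThT 30 uM added, 1 hr ambient; Alexa 594 FP and total fluorescence read at 555/632 nm.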
GAA inh: blocks human lysosomal alpha-glucosidase; P10253; purified human GAA, 4-MU-alpha-glucoside fluorescence; Potency, µM (titrated, usually from 76.9 µM), without a hit: top-dose activity change, negative = inhibition, usual class: inhibitors; 200,000 tested, 0.005% active; AID 1466;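 note: plate controls were uninhibited enzyme wells for no effect and no-enzyme background for full effect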
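Fluorescence at Ex 365/Em 440 nm from 4-methylumbelliferone reported enzyme activity after 20 min at room temperature. Reactions used 4 nM enzyme and 400 uM substrate at pH 5.0; curves fitted with the Hill equation.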
GAA spleen mod: inhibits or activates alpha-glucosidase in human spleen homogenate | 240,000 tested, 0.006% active | human spleen homogenate, 4-MU-alpha-glucoside fluorescence | P10253 | AID 2112 | Potency, µM (series often up to 79.9 µM), without a hit: at the top dose activity change, negative = inhibition, usual class: inhibitors;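 note: 0% = enzyme with vehicle and -100% = no enzyme basal signal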
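Compounds were titrated against alpha-glucosidase in spleen homogenate at pH 5.0, with 1 mM 4-methylumbelliferyl substrate for 40 min at 37 C. Reactions were quenched with pH 10 NaOH/glycine and fluorescence measured.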
aGal spleen mod: inhibits or activates alpha-galactosidase in human spleen homogenate. human spleen homogenate, 4MU-alpha-Gal fluorescence, 40 min. P06280. AID 2107. 240,000 tested, 0.008% active. Potency, µM (doses to about 80 µM), for the others: top-dose activity change, negative = inhibition, usual class: inhibitors;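 note: 0% = enzyme with vehicle and -100% = no enzyme basal signal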
Target sequence (P06280 32-429 limits assumed): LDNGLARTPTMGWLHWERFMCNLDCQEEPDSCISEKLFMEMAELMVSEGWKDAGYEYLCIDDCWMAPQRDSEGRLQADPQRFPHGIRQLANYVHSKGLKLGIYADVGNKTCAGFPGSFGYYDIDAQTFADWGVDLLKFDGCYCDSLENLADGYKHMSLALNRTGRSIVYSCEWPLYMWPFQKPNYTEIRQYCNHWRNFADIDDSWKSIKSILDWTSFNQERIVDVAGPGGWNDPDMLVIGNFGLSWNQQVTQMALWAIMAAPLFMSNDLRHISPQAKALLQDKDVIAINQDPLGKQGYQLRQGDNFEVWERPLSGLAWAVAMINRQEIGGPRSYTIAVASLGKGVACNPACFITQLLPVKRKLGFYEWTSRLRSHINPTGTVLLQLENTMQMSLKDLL
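Human spleen homogenate (1 ug) as enzyme source, 4-methylumbelliferyl-alpha-D-galactopyranoside 1 mM final, citrate/phosphate pH 5.0 with 0.01% Tween-20. Compounds 40 min at 37C, NaOH/glycine stop; fluorescence Ex 365/Em 440, Hill-fit AC50.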
Tau fibril ThT: tau fibrillization inhibition (ThT binding) | Potency, µM (highest dose often 57.4 µM), without a hit: top-dose activity, negative = inhibition, hits mostly inhibitors | P10636 | recombinant tau K18 P301L (four-repeat tau fragment), heparin-induced fibrillization, ThT fluorescence | 270,000 tested, 2.1% active; note: % is set by controls: 0 for no effect and ±100 for the full control effect; nearly all actives have a fitted effect of over 55% in size
Target sequence (P10636 561-689 P618L limits assumed): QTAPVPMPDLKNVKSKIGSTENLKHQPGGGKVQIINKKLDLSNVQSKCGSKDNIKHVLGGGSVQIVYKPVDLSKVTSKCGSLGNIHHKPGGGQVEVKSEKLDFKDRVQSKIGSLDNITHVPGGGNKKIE
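Heparin-induced fibrillization of the P301L-mutant K18 repeat-domain fragment of human tau was followed by ThT binding in quantitative high-throughput format.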
Tau fibril FP: inhibitors of human tau fibril formation. P10636. K18 P301L tau heparin fibrillization, Alexa594 FP, 6 h. Potency, µM (series often up to 57.7 µM), inactives show at the highest dose activity, negative = inhibition, most hits filed as inhibitors. 280,000 tested, 0.39% active; note: % is set by controls: 0 for no effect and ±100 for the full control effect; nearly all actives have a fitted effect of over 55% in size
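Steps: dispense K18 P301L tau (15 uM plus 0.24 uM Alexa 594 tracer, final) in pH 7 sodium acetate; add compound; add heparin (20 uM final); incubate 6 hr, 37 C; add ThT (30 uM final); after 1 hr ambient, read FP.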
HTT ATP protect: Huntington cell model cytoprotection by ATP luminescence; 230,000 tested, 0.14% active; AID 1471; Potency, µM (top dose mostly 56.4 µM), inactives show cytoprotection (ATP increase), most hits filed as activators; PC12 HTT-Q103 induced, cytoprotection, ATP luminescence, 40 h;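 note: % of control where 0% means no effect; nearly all actives have a fitted effect of over 45% in size; toxic huntingtin expression switched on by the ecdysone agonist tebufenozide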
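ATP quantification (ATPlite) reports survival of PC12 cells in which tebufenozide, 100 nM final, switches on Htt exon 1 with 103 glutamines linked to GFP; compounds are titrated.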
GAA glycogen: GAA glycogen-cleavage inhibition or activation. Potency, µM (titrated, usually from 76.4 µM), inactives show at the highest dose activity change, negative = inhibition, usual class: inhibitors. AID 2100. recombinant GAA, glycogen substrate, Amplex Red glucose oxidase fluorescence. P10253. 300,000 tested, 0.38% active;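 note: 0% = full enzyme reaction and -100% = no-enzyme basal signal; the screen sought inhibitors and activators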
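Natural-substrate format: glycogen cleavage by 4 nM human enzyme, glucose read by Amplex Red coupling (Ex 573, Em 610 nm). Normalized to enzyme and no-enzyme controls.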
* = called active by the depositor; ? = inconclusive; . = not tested or not shown; & = joins results of further samples; [ ] = remark or other dose. Calls come from the whole dose curve; as a rule, active = well fitted curve in the direction sought with a large enough effect; inconclusive = small, poorly fitted or top-dose-only effect, or another doubt; inactive = no such curve, though single readings can be large; an effect the other way counts as inactive or inconclusive. Potency is the fitted concentration of half-maximal effect.

SMILES	Tau fluor counter	GAA inh	GAA spleen mod	aGal spleen mod	Tau fibril ThT	Tau fibril FP	HTT ATP protect	GAA glycogen
O=C(COC(=O)c1ccc2c(=O)n3c(nc2c1)CCC3)NC1CCS(=O)(=O)C1 (stereo not drawn)	-3%	-4%	3%	22%	-5%	-12%	-24%	4%
CC1=N/C(=C/c2ccco2)C(=O)O1	-14%	-3%	-3%	-3%	?	-5%	3%	2%
CCN(C(=O)COC(=O)c1cc(S(=O)(=O)Nc2c(C)n(C)n(-c3ccccc3)c2=O)ccc1Cl)C1CCCCC1	3%	-10%	-11%	12%	-11%	0%	.	-15%
CC(C)C(c1nnnn1Cc1cccs1)N1CCN(c2ccccc2)CC1 (stereo not drawn)	-17%	-6%	-5%	3%	1%	-5%	-10%	-2%
Cn1cc(Br)c(-c2cccc(N3C(=O)CC(C)(C)CC3=O)c2)n1	-21%	.	3%	-2%	-12%	-6%	-5%[10 µM]	4%
Cc1ccc2c(c1)cc1c(=O)n(Cc3ccc(Cl)cc3)nc(C)n12	-5%	.	.	.	1%	-4%	.	-4%[76.3 µM]
COC(=O)C/C=C/[C@@H](C)[C@H](NC(=O)OCC(Cl)(Cl)Cl)c1ccccc1	-11%	.	-3%	-3%	-4%	3%	-3%	.
CCCCSc1ccc2nc(-c3ccc(C#N)cc3)cn2c1	-29%	10%	-6%	-1%	-6%	-11%	-37%	-7%
CCN1C(=O)C(CC(=O)Nc2ccc(Cl)cc2)N(NC(=O)c2ccncc2)C1=S (stereo not drawn)	-5%	.	-6%	6%	-4%	-8%	-4%[10 µM]	-21%
O=C(CSc1ccc(-c2ccc(F)cc2)nn1)N1CCN(c2ccccc2)CC1	-8%	-3%	2%	4%	?	-4%	4%[10 µM]	11%
O=C(c1cc(COc2ccc(F)cc2Cl)on1)N(Cc1ccncc1)CC1CCCO1 (stereo not drawn)	-17%	.	-2%	4%	-12%	-6%	6%[10 µM]	4%
CC(=O)NC(NC(C)=O)c1ccc(Br)cc1	-1%	4%	3%	6%	-2%	-9%	12%	1%
CC(C)NC(=O)CC(=O)Nc1ccc2nc3n(c(=O)c2c1)CCCCC3	-8%	.	.	.	-4%	-14%	.	6%[76.3 µM]
O=C(Nc1ccc(Cl)cn1)Nc1cccs1	?	0%	-6%	-1%	-11%	5%	-13%[10 µM]	19%
Cn1cc(C(=O)C(F)(F)F)c2ccccc21	-14%	-10%	-12%	-15%	-12%	-8%	-13%	9%
Cc1cnc(CNc2nc(-c3ccc(C(=O)N(C)C)cc3)nc3ccccc23)cn1	-7%	.	-3%	1%	-2%	-9%	-48%[inhibitor]	.
COc1ccc(-c2csc3nc(C)n(-n4cccc4)c(=O)c23)cc1	-1%	-1%	-7%	-13%	6%	-3%	-16%[10 µM]	3%
COc1cccc(C2CC(c3ccc(F)cc3)Nc3nc(N)nn32)c1 (stereo not drawn)	-6%	-1%	-3%	-3%	-11%	5%	-6%[10 µM]	2%
CCn1nc(C(=O)Nc2nc3ccc(C)cc3s2)c2ccccc2c1=O	-14%	-5%	-1%	-1%	-11%	-4%	-7%	-10%
CCOc1ncccc1C(=O)Nc1ccc(S(=O)(=O)Nc2nccs2)cc1	-14%	.	0%	3%	-10%	-2%	-7%[10 µM]	-1%
Cc1ccc(CSc2ncnc3c2cnn3-c2ccccc2)cc1	-15%	-32%	-4%	-4%	?	-6%	20%[10 µM]	14%
CCOC(=O)N1CCN(C(=S)NC2CCCCC2)CC1	-4%	4%	-6%	-1%	-7%	0%	-4%[10 µM]	6%
CN(C)C(CNc1ncnc2sc3c(c12)CCCCC3)c1ccco1 (stereo not drawn)	-14%	-4%	10%	-16%	?	2%	-63%[inhibitor]	0%
CC(NC(=O)COc1ccc(/C=N/NS(=O)(=O)c2ccccc2)cc1)c1ccccc1 (stereo not drawn)	-2%	-17%	3%	4%	-6%	4%	-13%	1%
CSCC[C@H](NC(=O)COc1ccc(Cl)cc1Cl)c1nc2ccccc2[nH]1	-29%	-6%	-3%	2%	-9%	-1%	6%[1.9 µM]	4%
O=C(CSc1nc2ccccc2c(=O)n1-c1ccccc1)N1CCCC1	-8%	-1%	-4%	-5%	-6%	-1%	3%	1%
O=[N+]([O-])c1ccc(OC(F)F)c(/C=N/n2cnnc2)c1	-7%	-6%	1%	-8%	-7%	2%	-1%[10 µM]	9%
CC(=O)c1c(C)oc2c1C(=O)c1ccccc1C2=O	-11%	-2%	-1%	-2%	?	4%	-53%[inhibitor][10 µM]	-2%
CCOc1ccc(CNCc2c(C(=O)O)n(Cc3ccccc3C)c3cc(OC)ccc23)cc1OC	-10%	.	.	.	-10%	9%	.	?
Cc1cc(=O)[nH]c(SCC(=O)Nc2cccc3ccccc23)c1C#N	-4%	-4%	-12%	1%	-7%	9%	20%	-27%
CCOc1ccc(NS(=O)(=O)c2ccc3[nH]c(=O)cc(C(=O)O)c3c2)cc1	4%	-2%	4%	-2%	5%	5%	-3%	-4%
C=CCN1C(=O)C(CC(=O)O)SC1=Nc1ccc(N=Nc2ccccc2)cc1 (stereo not drawn)	-16%	-4%	-26%	-3%	11µM*	7%	-35%[inhibitor]	5%
Cc1nonc1NC(=O)CSc1nc2ccccc2cc1C#N	-29%	-2%	8%	0%	1.8µM*	4%	-15%	22%
COc1ccc(CSc2nnnn2-c2ccccc2)cc1	-23%	-2%	-2%	-1%	-5%	-6%	9%[10 µM]	-2%
C=CCn1c(CSc2nc3ccccc3s2)nnc1SCC(=O)NCc1ccco1	-5%	2%	0%	0%	?	-11%	-13%	6%
S=C(NC1CCCCC1)N1CCN(c2ncccn2)CC1	-15%	0%	-4%	-1%	-12%	0%	4%[10 µM]	7%
CC(=O)N1CCc2cc(S(=O)(=O)NC(CC(C)C)C(=O)Nc3cc(C(=O)O)ccc3C)ccc21 (stereo not drawn)	9%	-14%	-9%	10%	1%	1%	-8%[10 µM]	3%
Cc1ccccc1NC(=O)COC(=O)c1ccc(S(C)(=O)=O)c([N+](=O)[O-])c1	?	10%	-27%	-1%	13µM*	-2%	-17%[10 µM]	-17%
COc1c(F)c(F)c(C(=O)O)c(Nc2cc(C)cc(C)c2)c1F	-8%	-11%	3%	13%	-8%	4%	-3%	-5%
Cc1nc(SC2CC(=O)N(c3ccccc3)C2=O)nc2c1CCCC2 (stereo not drawn)	-13%	-4%	?	-8%	-7%	-4%	-12%	1%
COc1cccc(N=Cc2nc(-c3ccccc3)oc2OC(C)=O)c1	?	.	-1%	3%	?	?	-23%[10 µM]	-1%
COc1ccc(CNC(=O)CCCn2nc(C)c3sc4ccccc4c3c2=O)cc1OC	?	.	.	.	?	?	.	-11%[76.3 µM]
O=C(CSc1nc2ccccc2[nH]1)N=Nc1c(O)[nH]c2ccccc12	?	2%	0%	-3%	14µM*	-13%	10%[10 µM]	13%
CCCCC/C=C\C\C=C/C=C/C=C/[C@@H](SCC(NC(=O)CCC(N)C(=O)O)C(=O)NCC(=O)O)[C@@H](O)CCCC(=O)O (stereo partly drawn)	0%	.	1%	4%	-8%	5%	.	.
COc1cc(O)c(C(CCN2CCCC(C)C2)c2ccc(N(C)C)cc2)c(OC)c1 (stereo not drawn)	0%	.	-10%&-2%	-5%&7%	3%	-3%	1%[10 µM]	?
O=C(CN(CCc1ccccc1)S(=O)(=O)c1ccc(Cl)cc1)N/N=C/c1ccc2c(c1)OCO2	-22%	1%	-5%	-6%	7%	?	6%[10 µM]	8%

In the list so far, eight have a Cl atom.
SMILES	Tau fluor counter	GAA inh	GAA spleen mod	aGal spleen mod	Tau fibril ThT	Tau fibril FP	HTT ATP protect	GAA glycogen
CCN(C(=O)COC(=O)c1cc(S(=O)(=O)Nc2c(C)n(C)n(-c3ccccc3)c2=O)ccc1Cl)C1CCCCC1	3%	-10%	-11%	12%	-11%	0%	.	-15%
Cc1ccc2c(c1)cc1c(=O)n(Cc3ccc(Cl)cc3)nc(C)n12	-5%	.	.	.	1%	-4%	.	-4%[76.3 µM]
COC(=O)C/C=C/[C@@H](C)[C@H](NC(=O)OCC(Cl)(Cl)Cl)c1ccccc1	-11%	.	-3%	-3%	-4%	3%	-3%	.
CCN1C(=O)C(CC(=O)Nc2ccc(Cl)cc2)N(NC(=O)c2ccncc2)C1=S (stereo not drawn)	-5%	.	-6%	6%	-4%	-8%	-4%[10 µM]	-21%
O=C(c1cc(COc2ccc(F)cc2Cl)on1)N(Cc1ccncc1)CC1CCCO1 (stereo not drawn)	-17%	.	-2%	4%	-12%	-6%	6%[10 µM]	4%
O=C(Nc1ccc(Cl)cn1)Nc1cccs1	?	0%	-6%	-1%	-11%	5%	-13%[10 µM]	19%
CSCC[C@H](NC(=O)COc1ccc(Cl)cc1Cl)c1nc2ccccc2[nH]1	-29%	-6%	-3%	2%	-9%	-1%	6%[1.9 µM]	4%
O=C(CN(CCc1ccccc1)S(=O)(=O)c1ccc(Cl)cc1)N/N=C/c1ccc2c(c1)OCO2	-22%	1%	-5%	-6%	7%	?	6%[10 µM]	8%
